Assay outcomes from PubChem.
Abeta rescue: A-beta toxicity reversal in yeast; yeast expressing A-beta42, growth rescue, OD600, 48 h; response scale: 0% DMSO, 100% iron-clioquinol control; Potency, µM (series often up to 46.1 µM), for inactives: at the top dose growth rescue, hits mostly activators; 410,000 tested, 0.063% active; note: potency is the fitted concentration of half-maximal effect; nearly all actives have a fitted effect of over 55% in size
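Growth rescue measured by 600 nm absorbance after 48 h yeast culture at 30 C with compound. Values normalized between DMSO and an equimolar ferric chloride plus clioquinol control.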
aSyn yeast inh: alpha-synuclein toxicity inhibition in yeast; Yeast expressing alpha-synuclein, growth rescue, BacTiter-Glo, 24 h; AID 652106; 370,000 tested, 0.14% active; Potency, µM (top dose mostly 46.1 µM), for inactives: at the highest dose growth rescue (activation), hits mostly activators; note: potency is the fitted concentration of half-maximal effect; % of control where 0% means no effect; nearly all actives have a fitted effect of over 65% in size
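Readout is rescue of growth in alpha-synuclein-expressing yeast, so inhibitors of toxicity appear as activators. Growth after 24 hr at 30 deg C in galactose medium is quantified by luminescence.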
PLK1 PBD block: PLK1 (human) polo-box domain binding inhibition. 360,000 tested, 2.8% active. P53350. Potency, µM, for inactives: max response, negative = inhibition, usual class: inhibitors. Plk1 PBD binding of FITC phosphopeptide, fluorescence polarization; note: potency is the fitted concentration of half-maximal effect; series mostly up to about 57 µM; % is set by controls: 0 for no effect and ±100 for the full control effect; nearly all actives have a fitted effect of over 65% in size
Target sequence (P53350 whole entry, looked up, the tested form may be a part): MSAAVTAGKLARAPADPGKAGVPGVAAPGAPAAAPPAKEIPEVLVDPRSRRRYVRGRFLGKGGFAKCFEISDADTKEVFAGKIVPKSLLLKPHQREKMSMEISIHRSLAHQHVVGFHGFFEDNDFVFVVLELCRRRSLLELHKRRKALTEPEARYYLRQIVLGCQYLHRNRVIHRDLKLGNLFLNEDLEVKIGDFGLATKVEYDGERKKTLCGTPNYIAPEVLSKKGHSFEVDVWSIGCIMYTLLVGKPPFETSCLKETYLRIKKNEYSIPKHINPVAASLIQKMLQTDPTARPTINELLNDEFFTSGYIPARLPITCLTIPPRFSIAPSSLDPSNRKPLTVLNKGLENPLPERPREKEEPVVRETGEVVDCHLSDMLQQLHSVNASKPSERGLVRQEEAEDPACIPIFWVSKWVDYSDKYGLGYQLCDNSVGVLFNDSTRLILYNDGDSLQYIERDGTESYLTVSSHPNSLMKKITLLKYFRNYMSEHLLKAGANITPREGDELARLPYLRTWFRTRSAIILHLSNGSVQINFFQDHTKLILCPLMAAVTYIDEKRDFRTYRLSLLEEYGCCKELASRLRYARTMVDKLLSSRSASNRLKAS
EPAC1 ag: activates human EPAC1 exchange factor; 360,000 tested, 0.073% active; EPAC1 agonist qHTS, biochemical assay; response scale: 100% = response to 6.5 mM cAMP; AID 720707; O95398; Potency, µM (highest dose often 154 µM), for inactives: top-dose activation, most hits filed as activators; note: potency is the fitted concentration of half-maximal effect; nearly all actives have a fitted effect of over 60% in size
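Fluorescent GDP-exchange assay: 100 nM EPAC1 with 250 nM Rap1B preloaded with BODIPY-GDP and 50 uM GDP; compounds tested as concentration series, 5 min at room temperature, then read every 5 min for 30 min (ex 480/em 540 nm); normalized to 6.5 mM cAMP.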
WRN helicase inh: blocks human WRN helicase; 360,000 tested, 0.46% active; WRN helicase unwinding, fluorescent forked duplex, kinetic; Q14191; AID 651768; Potency, µM (doses to about 114 µM), for the others: at the highest dose activity change, negative = inhibition, usual class: inhibitors; note: potency is the fitted concentration of half-maximal effect; % is set by controls: 0 for no effect and ±100 for the full control effect; nearly all actives have a fitted effect of over 55% in size
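WRN at 20 nM final was preincubated with compound for 15 min at room temperature; reaction started with 100 nM forked duplex oligonucleotide carrying fluorophore and quencher plus 2 mM ATP (final). Unwinding followed kinetically by red fluorescence (ex 525/em 598 nm).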
IL2 activator: activators of IL-2; activation, % (series mostly up to about 46 µM); IL-2 activation reporter assay, cell-based qHTS; stimulated with anti-CD3/CD4/CD28 beads; in transgenic mouse T cells; AID 652025; 360,000 tested, 0.065% active; in the data active = activation above about 50%; inconclusive = mostly about 30% to 49%; note: 0% is about no effect
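Using fluorescent plate cytometry, EGFP and DsRed are detected in transgenic mouse T cells stimulated 18 h at 37 degrees C with antibody-coated beads after 60 min compound pretreatment.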
EPAC1 antagonist: blocks human EPAC1 exchange factor | O95398 | EPAC1 GEF assay, Rap1b-BODIPY-GDP exchange fluorescence | Potency, µM (series often up to 115 µM), for inactives: at the top dose activity change, negative = inhibition, hits mostly inhibitors | 360,000 tested, 0.14% active | AID 720709;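 note: potency is the fitted concentration of half-maximal effect; plate controls were vehicle for no effect and positive control for full effect; nearly all actives have a fitted effect of over 50% in size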
PI5P4Ka inh: blocks human PI5P4K alpha kinase activity. max response, %. AID 652105. PI5P4Kalpha enzyme, ADP-Glo luminescence, 60 min; active compounds read low. P48426. 330,000 tested, 1.2% active; active = max response of -50% or lower; inconclusive = between -30% and -50%; inactive = -30% or higher; note: value at the top dose of about 77 µM; % is set by controls: 0 for no effect and ±100 for the full control effect
Target sequence (P48426 whole entry, looked up): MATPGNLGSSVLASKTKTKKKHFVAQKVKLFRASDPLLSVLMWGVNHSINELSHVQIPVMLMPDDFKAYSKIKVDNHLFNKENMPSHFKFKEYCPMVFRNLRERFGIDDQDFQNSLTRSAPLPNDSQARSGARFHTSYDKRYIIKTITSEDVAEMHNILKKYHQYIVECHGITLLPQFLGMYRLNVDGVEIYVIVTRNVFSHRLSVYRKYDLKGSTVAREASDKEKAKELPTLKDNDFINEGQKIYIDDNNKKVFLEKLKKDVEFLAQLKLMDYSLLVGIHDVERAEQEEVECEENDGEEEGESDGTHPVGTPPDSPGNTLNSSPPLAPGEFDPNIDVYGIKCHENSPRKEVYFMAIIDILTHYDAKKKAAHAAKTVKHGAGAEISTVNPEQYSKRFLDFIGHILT
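ADP-Glo luminescence end-point after a 60 min room-temperature kinase reaction. PI5P4Kalpha and substrate in HEPES pH 7.4 buffer with EGTA, 0.1% CHAPS and 5% DMSO; ATP at 5 microM final.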
FUS yeast rescue: FUS proteinopathy suppression in yeast | S. cerevisiae FUS-expressing, growth rescue, OD600, 24 h | Potency, µM (top dose mostly 76.6 µM), without a hit: at the highest dose growth rescue (activation), usual class: activators | 390,000 tested, 0.24% active | AID 1347120;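 note: potency is the fitted concentration of half-maximal effect; plate controls were DMSO vehicle for no effect and reference control for full effect; nearly all actives have a fitted effect of over 55% in size; some results filed as inactive show a strong effect at the top dose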
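Read-out: OD at 600 nm after 24hr at 30C, reporting rescue of FUS-induced yeast toxicity. Cells at OD 0.005 in galactose (2%) minimal medium; compounds tested in a dilution series; CP55940 titration from 92uM final as control.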
An asterisk follows results filed as active; ? = inconclusive; · = no result given; [ ] = remark or other dose. Unless noted, calls come from the whole dose curve; as a rule, active = well fitted curve in the direction sought with a large enough effect; inconclusive = small, poorly fitted or top-dose-only effect, or another doubt; inactive = no such curve, though single readings can be large; an effect the other way counts as inactive or inconclusive.

Preview, 2 compounds:
SMILES	Abeta rescue	aSyn yeast inh	PLK1 PBD block	EPAC1 ag	WRN helicase inh	IL2 activator	EPAC1 antagonist	PI5P4Ka inh	FUS yeast rescue
COC(=O)c1c(NC(=O)C2CCCO2)sc2c1CCC2 (stereo not drawn)	-8%	2%	-5%	0%	-4%	3.6	2%	-4	12%
COc1ccc(Br)cc1C(=O)NC(=S)Nc1ccc2[nH]c(=O)[nH]c2c1	4%	-4%	-5%	7%	-4%	-0.1	19%	8	4%

The list itself (from the top)
SMILES	Abeta rescue	aSyn yeast inh	PLK1 PBD block	EPAC1 ag	WRN helicase inh	IL2 activator	EPAC1 antagonist	PI5P4Ka inh	FUS yeast rescue
COC(=O)c1c(NC(=O)C2CCCO2)sc2c1CCC2 (stereo not drawn)	-8%	2%	-5%	0%	-4%	3.6	2%	-4	12%
COc1ccc(Br)cc1C(=O)NC(=S)Nc1ccc2[nH]c(=O)[nH]c2c1	4%	-4%	-5%	7%	-4%	-0.1	19%	8	4%
Cc1ccc(N=C(NO)c2nonc2N)cc1	6%	0%	-4%	2%	4%	-3.0	0%	·	12%
COc1cccc(NC(=O)CC2S/C(=N\S(=O)(=O)c3ccccc3)N(c3ccccc3)C2=O)c1 (stereo not drawn)	14%	-3%	-2%	-2%	-15%	2.7	-22%	-3	·
Cn1ccnc1Sc1nc2c(c(=O)n(C)c(=O)n2C)n1C	5%	0%	1%	3%	-1%[57.1 µM]	-1.5	9%	·	-24%
COc1nccnc1NS(=O)(=O)c1ccc(N=Cc2c(C)[nH]n(-c3ccccc3)c2=O)cc1	0%	2%	-1%	-6%	-17%	-0.9	-7%	-14	·
CCn1cc([N+](=O)[O-])c(C(=O)Nc2ccc(Cn3nc(C)cc3C)cc2)n1	-11%	1%	-1%	11%	1%	-0.8	-19%	·	15%
C=CCSc1nnc(NC(=O)C2CC(=O)N(Cc3ccc(C)cc3)C2)s1 (stereo not drawn)	2%	1%	2%	1%	-4%	-0.5	-2%	-1	-6%
Cc1ccc(Nc2nc3c(c(=O)[nH]2)CCCC3)cc1	1%	6%	0%	-8%	-8%	-0.9	9%	·	15%
COc1ccc(/C=C/C(=O)OCC(=O)N2c3ccccc3CC2C)cc1 (stereo not drawn)	5%	3%	-6%	-6%	4%	-2.6	-6%	1	-6%
CCn1nc(C(=O)Nc2ccccc2C)c(Cl)c1Cl	-10%	-8%	-6%	4%	-7%	-1.5	-3%	0	-32%
Cc1ccc2ncnc(Nc3ccccc3)c2c1	-4%	3%	2%	-15%	-14%	-0.7	6%	4	13%
O=C(O)c1ccccc1C(=O)NNc1ccc(Cl)cc1Cl	-8%	8%	?	-11%	1%	0.3	-9%	2	-17%
CC1CCN(CC(C)OC(=O)c2ccco2)CC1 (stereo not drawn)	8%	-1%	-8%	6%	-7%	0.2	-8%	1	9%
COc1ccc(C(=O)NC(C)c2nnc(SCC(=O)NC3=NCCS3)n2C)cc1 (stereo not drawn)	-5%	-3%	-5%	2%	3%	0.3	5%	-7	10%
CCOc1ccc(NC(=O)CCSc2nnc(C)s2)cc1	17%	8%	-3%	-4%	-13%	-1.1	6%	8	?
Cc1cnn(-c2nc(-c3cccs3)cc(C(F)(F)F)n2)c1	12%	-9%	-3%	-4%	0%	0.9	-1%	·	29%
CN(C)N1C(N)=C(C#N)C(c2cccc(Cl)c2)C2=C1CCCC2=O (stereo not drawn)	14%	-2%	1%	7%	-6%	3.6	-14%	0	-10%
O=S(=O)(/N=C/N1CCOCC1)c1ccc(Cl)cc1	7%	-2%	-5%	3%	0%	-2.4	-3%	1	11%
COc1ccc(CC(=O)N2CCN(c3ccccc3OC)CC2)cc1OC	13%	2%	-12%	10%	-25%	-0.3	1%	-6	5%
CCNC(=S)N1CCC(C(N)=O)CC1	4%	-1%	-11%	-2%	5%	0.4	-16%	-11	-2%
CCCCNC(=O)c1onc(CSc2ccccc2)c1C(=O)O	-1%	-2%	-19%	-3%	-4%	0.7	-7%	?	-19%
CCOC(=O)N1CCN(C(=O)COc2cccc3c2CCN(Cc2ccccc2F)C3=O)CC1	10%	1%	-13%	4%	-26%	-0.3	-20%	2	18%
CCSc1nc(N)nc(-c2cccs2)c1C#N	-73%[inhibitor]	-18%	1%	7%	-19%	-0.2	-7%	14	-16%

Three entries from above, arranged by SMILES length, lowest first:
SMILES	Abeta rescue	aSyn yeast inh	PLK1 PBD block	EPAC1 ag	WRN helicase inh	IL2 activator	EPAC1 antagonist	PI5P4Ka inh	FUS yeast rescue
CCNC(=S)N1CCC(C(N)=O)CC1	4%	-1%	-11%	-2%	5%	0.4	-16%	-11	-2%
CCCCNC(=O)c1onc(CSc2ccccc2)c1C(=O)O	-1%	-2%	-19%	-3%	-4%	0.7	-7%	?	-19%
CN(C)N1C(N)=C(C#N)C(c2cccc(Cl)c2)C2=C1CCCC2=O (stereo not drawn)	14%	-2%	1%	7%	-6%	3.6	-14%	0	-10%

(more compounds)
SMILES	Abeta rescue	aSyn yeast inh	PLK1 PBD block	EPAC1 ag	WRN helicase inh	IL2 activator	EPAC1 antagonist	PI5P4Ka inh	FUS yeast rescue
COc1cc2cnc(-c3ccccc3)c(-c3ccc(C#N)cc3)c2cc1OC	-15%	0%	-5%	-8%	0%	-2.2	-18%	-2	-6%
O=C(/C=C/Nc1ccc(F)c(Cl)c1)c1ccccc1	-8%	2%	-20%	13%	7%	-0.1	-10%	7	3%
COc1ccc(CSc2nc(O)cc(=O)n2CC(C)C)cc1F	-10%	9%	1%	-3%	-1%	-0.6	-19%	5	29%
O/N=C/c1cccc[n+]1CCCCCC[n+]1ccccc1/C=N/O	12%	1%	-8%	7%	-3%	2.1	-15%	9	-8%
CCN(CC)CCNC(=O)C(C)c1nn(C)c(=O)c2ccccc12 (stereo not drawn)	5%	-9%	-3%	-3%	-1%	-0.5	2%	1	-5%
COc1ccc(C(=O)C[n+]2cc(Br)cc3ccccc32)cc1[N+](=O)[O-]	-7%	9%	?	11%	-13%	0.5	14%	-6	23%
O=C(Nc1cccnc1)c1cccc(S(=O)(=O)N2CCCCC2)c1	9%	3%	-22%	5%	-12%	-4.2	17%	7	-3%
COC(=O)[C@]1(C)N[C@H](CN(C)S(=O)(=O)c2ccc(-c3ccccc3)cc2)[C@@H]2C(=O)N(Cc3ccccc3)C(=O)[C@@H]21	8%	10%	-5%	-9%	-3%	0.2	-29%	-1	10%
CCN(CC)Cc1oc(-c2ccccc2)cc1C(=O)O	-1%	-5%	?	6%	-5%	-0.3	-15%	-9	9%
Cc1ccccc1CN1CCCC(C(=O)Nc2ccc(-c3ccn[nH]3)cc2)C1 (stereo not drawn)	16%	-6%	-7%	9%	-28%	-5.8	0%	-1	15%
Cc1ccc(NC2Sc3ccccc3NC2=O)cc1 (stereo not drawn)	-9%	-8%	9.5µM*	6%	3%	-3.0	-8%	-63*	-4%
CC(C)C(C)NC(=O)CN1C(=O)NC(c2ccccc2)(c2ccccc2)C1=O (stereo not drawn)	5%	0%	1%	0%	3%	0.8	4%	1	14%
O=C1c2nc3cc(-c4ccco4)[nH]n3c(=O)c2CN1C1CCCCC1	19%	0%	-22%	6%	-11%	-0.6	0%	?	5%
Cc1ccc(Sc2c([N+](=O)[O-])ncn2C)cc1	-27%	0%	-12%	5%	-9%	-2.5	-6%	1	10%
COC(=O)COc1ccc(S(=O)(=O)NCCC2=CCCCC2)cc1C	-2%	10%	-10%	6%	-5%	-2.6	-2%	·	4%
CN(C)S(=O)(=O)n1cc(/C=C(\NC(=O)c2ccccc2)C(=O)N2CCCCC2)c2ccccc21	-2%	1%	5%	-4%	17%	-3.9	4%	-7	-15%
COc1ccc(-c2ccnc(-c3ccncc3)n2)cc1	12%	2%	-2%	-5%	4%	1.3	23%	1	14%
Cc1cccc(N=C2NC(=O)C(CO)(CO)S2)c1	0%	2%	-8%	1%	0%	-0.7	-7%	3	-4%
CCOc1ccccc1N1CCN(C(=O)NCc2ccc(C)cc2)CC1	-18%	0%	-4%	3%	5%	1.5	-19%	10	22%
COc1ccc(OC)c(S(=O)(=O)NCc2ccccc2)c1	-4%	0%	-9%	8%	8%	-3.2	12%	·	16%
Cc1ccccc1C(=O)NC1CC2CCCC(C1)N2Cc1ccccc1Cl (stereo not drawn)	-1%	-1%	3%	-9%	2%	-2.8	0%	2	-18%
CC(NC(=O)CSCc1ccccc1Br)c1ccccc1 (stereo not drawn)	8%	8%	-6%	5%	-20%	-1.3	-20%	0	·
COc1ccc(N2CCN(S(=O)(=O)c3c(C)nc4sccn4c3=O)CC2)cc1	2%	5%	6%	-6%	2%	-0.9	0%	11	20%
COc1ccc(-c2cnc3c(c2)C(=O)N([C@H](C)CO)C[C@@H](C)[C@H](CN(C)Cc2ccccc2)O3)cc1	-10%	-4%	-12%	2%	-8%	-2.0	-5%	1	-14%
CCN1C[C@@H]2[C@@H]3C(=O)N(Cc4ccccc4)C(=O)[C@@H]3[C@](Cc3ccccc3)(C(=O)OC)N2C1=NC1CCCCC1	15%	2%	-12%	-4%	-3%	0.2	-10%	-1	12%
O=C(Nc1ccccc1C(F)(F)F)c1cccnc1	-55%[inhibitor]	-33%[inhibitor]	-2%	-2%	6%	-0.5	13%	0	-13%
COc1cccc(CN(C)C(=O)c2cc(S(=O)(=O)NCc3ccccc3)ccc2C)c1OC	2%	6%	-2%	7%	-4%	-4.4	6%	5	?
Cc1ccc(NC(=O)C2CCC(=O)N2)cc1C (stereo not drawn)	-7%	-3%	-8%	28%	8%[57.1 µM]	1.7	0%	3	-3%
CC1(c2ccccc2)O[C@@H]2C[C@H]3[C@@H]4CCC5=CC(=O)C=C[C@]5(C)[C@@]4(F)[C@@H](O)C[C@]3(C)[C@]2(C(=O)CO)O1 (stereo partly drawn)	-4%	3%	-13%	-3%	-4%	-1.9	-16%	4	27%
Cc1ccc(S(=O)(=O)Nc2ccc(F)c(S(=O)(=O)N3CCOCC3)c2)cc1	6%	-1%	-7%	11%	-21%	-3.0	7%	-4	·
O=C(COc1ccccc1)NC1CCSc2ccccc21 (stereo not drawn)	3%	5%	2%	7%	6%	0.3	1%	0	-3%
CCOC(=O)C1=C(c2ccccc2)Nc2ncnn2C1c1ccccn1 (stereo not drawn)	14%	-7%	-5%	-5%	4%	-2.3	-3%	2	1%
